Assay outcomes as filed in PubChem.
TCR activator = T cell receptor activation; primary human leukocytes, anti-CD3, IL-2 HTRF, 48 h; Potency, µM (series often up to 9.22 µM), inactives show at the highest dose activation of IL-2 secretion, most hits filed as activators; 330,000 tested, under 10 active; AID 504894; further: % of control where 0% means no effect
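48 hr co-incubation of compounds, a-CD3 beads and primary human leukocytes; IL-2 quantified homogeneously by HTRF with anti-IL-2 K and d2 conjugates.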
p53 reactivator = mutant p53 re-activation in reporter cells. H1299 p53-A138V BP100-luciferase reporter, luminescence, 24 h. 320,000 tested, 0.063% active. AID 504706. Potency, µM (titrated, usually from 92.2 µM), for inactives: top-dose activity change, positive = activation, actives largely listed as activators; further: potency means the concentration at half of the fitted maximal effect; % of control where 0% means no effect; nearly all actives have a fitted effect of over 45% in size
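p53-null H1299 cells stably carrying temperature-sensitive p53-A138V and a BP100-luciferase reporter were pinned with compounds (4-point, 1:5 series) and held 24 hrs at 37 deg C. Luminescence was read 10 min after detection reagent.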
CXXC DNA block = MLL CXXC-DNA interaction inhibition; Potency, µM (doses to about 115 µM), for the others: at the highest dose activity change, negative = inhibition, actives largely listed as inhibitors; 290,000 tested, 0.037% active; MLL-CXXC / FITC-HOXA9 DNA fluorescence polarization; active means well fitted inhibition curve with a large enough effect in the polarisation, with a control signal flat, not every such curve was filed as active; inconclusive means small, poorly fitted or top-dose-only effect, or effect the other way, or a change in a side signal; inactive means no such curve, though single readings can be large or run the other way; the % refers to the polarisation; further: potency means the concentration at half of the fitted maximal effect
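Purified MLL-CXXC (added from a 7 uM solution) was preincubated 5 min at ambient with pinned compounds in 50 mM Tris-HCl pH 7.5, 50 mM NaCl, 1 mM DTT, 0.05% BSA. Fluorescein-labeled HOX-A9 DNA (50 nM solution) followed, 30 min, then polarization read.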
TRPV1 agonist = human TRPV1 agonism | Q8NER1 | TRPV1-expressing cells, Fluo-8 calcium influx, agonist mode | activation, % at 8.33 µM | 320,000 tested, 0.19% active | AID 540275; in the data active means activation above about 80%; inconclusive means between about 30% and that limit; further: 0% is about no effect
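Cells expressing TRPV1 were dye-loaded with Fluo-8 and read kinetically: 10 s baseline, 3 min after compound (agonist portion), then 2 min after EC20 capsaicin (allosteric enhancer portion). Calcium-bound dye fluorescence at 480/520 nm.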
ELG1 repair inh = blocks ELG1-dependent DNA repair in HEK293T cells | HEK293T ELG1-luciferase reporter, luminescence, 16 h; DNA damage induced by 5-fluorouridine | 330,000 tested, 2.3% active | Potency, µM (titrated, usually from 46.1 µM), inactives show at the top dose activity change, negative = inhibition, actives largely listed as inhibitors; further: potency means the concentration at half of the fitted maximal effect; on the % scale 0 is the no-effect control and ±100 the full control effect; nearly all actives have a fitted effect of over 55% in size
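HEK293T cells expressing luciferase-tagged ELG1 (2,000/well) received 5-Fluorouridine plus compound or DMSO for 16 hr at 37 °C. Luciferase was read by ONE-Glo luminescence after 30 min at room temperature.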
B2AR arrestin = recruits beta-arrestin to the human beta2-adrenergic receptor. Potency, µM (top dose mostly 46.1 µM), for the others: at the top dose activation, most hits filed as activators. 330,000 tested, 0.02% active. beta-arrestin recruitment to beta2AR, cell-based reporter;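 further: potency means the concentration at half of the fitted maximal effect; 0% = DMSO controls and full agonism = EC100 isoproterenol or metaproterenol; nearly all actives have a fitted effect of over 65% in size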
Integrin act MD = integrin-mediated muscular dystrophy alleviation activation; alpha7betagal myoblasts, beta-gal FDG fluorescence, 48 h; Potency, µM (doses to about 38.3 µM), without a hit: top-dose activation, actives largely listed as activators; 350,000 tested, 0.064% active; AID 624291;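 further: potency means the concentration at half of the fitted maximal effect; 100% = response of the positive control SU9516; nearly all actives have a fitted effect of over 60% in size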
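alpha7betagal+/- myoblasts (passage 13, 250/well) treated 48 h at 37C with compounds at 1:260 dilution of DMSO stock. Lysed, then beta-galactosidase activity read as FDG fluorescence (ex 480/em 540) after 30 min, with pre-read for autofluorescence.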
BRCA1 expr up = BRCA1 expression activation | MCF7-BRCA1-FFLuc reporter, luminescence, 48 h; response scale: scaled: vehicle 0%, 10 µM genistein 100% | Potency, µM (top dose mostly 46.1 µM), without a hit: at the highest dose activation, most hits filed as activators | 380,000 tested, 1.1% active; further: potency means the concentration at half of the fitted maximal effect; nearly all actives have a fitted effect of over 80% in size; some results filed as inactive show a strong effect at the top dose
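Compounds are tested at multiple concentrations on MCF7 BRCA1-luciferase reporter cells seeded at 2000 per well; after 48 h, a single luminescence end-point is taken and curves fitted to the normalized data.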
AT treatment = potential ataxia-telangiectasia treatment; […] A-T fibroblasts, KAP-1 phosphorylation AlphaLISA; neocarzinostatin DNA damage 30 min before lysis; Potency, µM (doses to about 57.5 µM), without a hit: at the highest dose activation, most hits filed as activators; 320,000 tested, 0.19% active; further: potency means the concentration at half of the fitted maximal effect; % of control where 0% means no effect; nearly all actives have a fitted effect of over 45% in size
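hTERT-immortalized A-T patient fibroblasts ([…]), 500 cells/well in OPTI-MEM, 1% FBS, got compounds for 60 min, then NCS for 30 min at 37C. Lysates were then assayed for phospho-KAP-1 by AlphaLISA (anti-pKAP1 donor, anti-KAP1 acceptor beads), 6 hr at 25C.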
TSG101-PTAP inh = blocks PTAP/TSG101 interaction to inhibit HIV-1 budding | Fluorescence polarization, FITC-PTAP peptide / Tsg101 binding | 340,000 tested, under 10 active | Q99816 | AID 493005 | Potency, µM (highest dose often 115 µM), for the others: at the highest dose activity change, negative = inhibition, hits mostly inhibitors; active means well fitted inhibition curve with a large enough effect in the main read-out, with a control signal flat, not every such curve was filed as active; inconclusive means small, poorly fitted or top-dose-only effect, or effect the other way, or a change in a side signal; inactive means no such curve, though single readings can be large or run the other way; further: potency means the concentration at half of the fitted maximal effect; % of control where 0% means no effect
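Tsg101 binding domain (10 uM final) was mixed with compound and a FITC-labeled PTAP peptide (50 nM final) in HEPES pH 7.5 buffer with NaCl, Tween 20, EDTA and TCEP; fluorescence polarization was read after 20 min at r.t.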
The depositor's hits bear a star; u = inconclusive; x = no result given; & = joins results of further samples; [ ] = remark or other dose. Unless noted, the call rests on the fitted dose curve; in most records, active means well fitted curve in the direction sought with a large enough effect; inconclusive means small, poorly fitted or top-dose-only effect, or another doubt; inactive means no such curve, though single readings can be large; an effect the other way counts as inactive or inconclusive.

#1 COc1cc(N(C)C)c([N+](=O)[O-])cc1C(=O)NC(C)CNc1ccc([N+](=O)[O-])cc1Cl (centres undefined)
#2 O=C1NN(c2ccccc2)C(=O)/C1=C/c1ccc(-c2ccc(C(=O)O)cc2)o1
#3 CCS(=O)(=O)NCCc1csc(C)n1
#4 Cc1cc2ccccc2n2c(SCC(=O)NCC3CCCO3)nnc12 (centres undefined)
#5 O=C(Nc1cc(C(F)(F)F)ccc1N1CCOCC1)c1cccnc1Cl
assay / entry	1	2	3	4	5
TCR activator	2%[46.1 µM]	1%	-7%	7%	-28%
p53 reactivator	8%	5%	20%	6%	4%
CXXC DNA block	5%	32µM*	3%	0%	-3%
TRPV1 agonist	-3	3	1	-1	7
ELG1 repair inh	u	2%	-7%	1%	5%
B2AR arrestin	-0.7%	-0.2%	-0.6%	-0.9%	-0.1%
Integrin act MD	-6%	11%	12%	11%	13%
BRCA1 expr up	-13%	31%	-5%	3%	2%
AT treatment	27%	-3%	-1%	-1%	5%
TSG101-PTAP inh	1%	-9%	0%	-1%	0%

#6 CCC(=O)N(CC)Cc1cc(=O)[nH]c2ccccc12
#7 CC1(C)CCC(=O)C=C1Nc1ccc(F)c(Cl)c1
#8 CC(C)NS(=O)(=O)c1ccc2c(c1)NCC2
#9 CC(C)(C)N1NC(=O)Nc2ccccc2C1=O
#10 CCOC(=O)C(NC(=O)c1ccccc1)(N1CCOCC1)C(F)(F)F (centres undefined)
assay / entry	6	7	8	9	10
TCR activator	-2%[46.1 µM]	-5%	1%[46.1 µM]	5%	2%
p53 reactivator	-2%	x	0%	6%	3%
CXXC DNA block	-1%	5%	6%	-1%	-12%
TRPV1 agonist	4	12	-2	1	1
ELG1 repair inh	-5%	-11%	1%	-1%	-1%
B2AR arrestin	0.3%	0.0%	-1.1%	-0.9%	13%
Integrin act MD	-4%	19%	3%	-16%	16%
BRCA1 expr up	-15%	-2%	24%	0%	13%
AT treatment	-1%	-4%	-2%	2%	-1%
TSG101-PTAP inh	-2%	-2%	-1%	-7%	0%

One compound at a time (already shown). Values in the order: TCR activator	p53 reactivator	CXXC DNA block	TRPV1 agonist	ELG1 repair inh	B2AR arrestin	Integrin act MD	BRCA1 expr up	AT treatment	TSG101-PTAP inh
`CCOC(=O)C(NC(=O)c1ccccc1)(N1CCOCC1)C(F)(F)F` (centres undefined) is listed as 2%	3%	-12%	1	-1%	13%	16%	13%	-1%	0%
`CCC(=O)N(CC)Cc1cc(=O)[nH]c2ccccc12` is listed as -2%[46.1 µM]	-2%	-1%	4	-5%	0.3%	-4%	-15%	-1%	-2%

(more compounds)
#11 CCC(C)[C@H](NC(=O)c1cc2cc(Cl)ccc2n1C)C(=O)N1CCC[C@H]1C(=O)O (some centres undefined)
#12 Cc1ccc(OCC(=O)Nc2cccc(S(=O)(=O)NC3=NCCCCC3)c2)cc1C
#13 CNc1ccccc1
#14 CN1CCN(NC(=O)c2ccc(S(=O)(=O)N3CCCCCC3)cc2)CC1
#15 CCCCn1c(SCc2nnc(-c3ccccc3)o2)nc2c1c(=O)n(C)c(=O)n2C
assay / entry	11	12	13	14	15
TCR activator	1%	-1%	-7%	0%	x
p53 reactivator	x	-11%	-1%	-4%	-2%
CXXC DNA block	2%	17%	x	2%	-3%
TRPV1 agonist	2	-7	1	0	7
ELG1 repair inh	4%	2%	12%	-10%	6%
B2AR arrestin	-1.1%	0.9%	0.1%	3.1%	-0.1%
Integrin act MD	5%	8%	x	13%	13%
BRCA1 expr up	-6%	-9%	1%	-2%	-21%
AT treatment	-1%	-5%	-1%	7%	12%
TSG101-PTAP inh	-5%	x	-1%	2%	x

#16 CN(C)c1ccc(/C=N/Nc2nc3ccccc3o2)cc1
#17 COc1cccc(C(O)c2nc3ccccc3n2C(C)C)c1 (centres undefined)
#18 CC(=O)c1cccc(NC(=O)N2CCC(NC(=O)C34CC5CC(CC(C5)C3)C4)CC2)c1
#19 Cc1ccc(CC(=O)OCCNC(=O)c2cccnc2)cc1
#20 CN1C(=O)C(CC(=O)NCCc2ccccc2)N(NC(=O)c2ccc(Cl)cc2)C1=S (centres undefined)
assay / entry	16	17	18	19	20
TCR activator	2%	1%	-12%	1%	-2%
p53 reactivator	15%	-4%	2%	-5%	-2%
CXXC DNA block	-3%	-4%	2%	-2%	2%
TRPV1 agonist	-6	3	u	1	4
ELG1 repair inh	u	10%	-5%	-1%	-5%
B2AR arrestin	0.1%	0.0%	0.1%	-2.0%	0.0%
Integrin act MD	-7%	37%	-8%	5%	35%
BRCA1 expr up	-17%	10%	-25%	12%	1%
AT treatment	-10%	0%	-1%	4%	-9%
TSG101-PTAP inh	-4%	-4%	0%	-7%	-1%

#21 Cc1ccc(C(=O)Nc2ccc(N3CCOCC3)cc2)cc1
#22 CCN(CC)c1ccc(/C=N/NC(=O)CNC(=O)c2cccs2)cc1
#23 COc1ccc2cc(CCNC(=O)c3ccco3)c(=O)[nH]c2c1
#24 N#Cc1nc(-c2ccc(OCc3ccccc3)cc2)oc1N1CCC(C(N)=O)CC1
#25 CC(=O)c1cccc(N2C(=NC(=O)C3CCCCC3)SC3CS(=O)(=O)CC32)c1 (centres undefined)
assay / entry	21	22	23	24	25
TCR activator	1%	-3%	1%	-1%	-4%
p53 reactivator	u	8%	u	-17%	-5%
CXXC DNA block	-3%	8%	u	-2%	-4%
TRPV1 agonist	u	-4	-2	u	6
ELG1 repair inh	u	u	u	u	2%
B2AR arrestin	-2.9%	0.1%	-0.3%	-0.7%	-0.1%
Integrin act MD	15%	0%	2%	3%	-30%
BRCA1 expr up	8.9µM*	-12%	102%	-18%&15%	-20%
AT treatment	0%	-1%	-3%	-1%	12%
TSG101-PTAP inh	-9%	-3%	-1%	-4%	0%

#26 CC(C)[C@H](NC(=O)OCc1ccccc1)C(=O)N[C@@H](Cc1c[nH]c2ccccc12)C(=O)O
#27 CC(=O)N(c1nc(CCl)cs1)c1ccc(C)cc1C
#28 COc1ccc2oc(=O)c(C(=O)NCc3ccco3)cc2c1
#29 Oc1ccccc1/C=N/n1cnn(Cc2ccccc2Cl)c1=S
#30 COc1ccc(COC(=O)c2cc(S(=O)(=O)N3CCCCC3)ccc2N2CCOCC2)cc1
assay / entry	26	27	28	29	30
TCR activator	-3%	3%	-7%	1%[46.1 µM]	2%
p53 reactivator	5%	4%	u	7%	-3%
CXXC DNA block	x	36%	-3%	-13%	x
TRPV1 agonist	-3	0	2	u	17
ELG1 repair inh	0%	-2%	u	-1%	u
B2AR arrestin	-0.1%	0.6%	-0.5%	-0.1%	0.2%
Integrin act MD	3%	10%	12%	-19%	12%
BRCA1 expr up	-14%	15%	-21%	21%	-18%
AT treatment	-2%	-2%	-1%	-3%	-3%
TSG101-PTAP inh	-1%	-1%	2%	-2%	0%

#31 O=C(NC1CCCC1)c1ccc(CNc2c(N3CCOCC3)c(=O)c2=O)cc1
#32 COc1ccc(-c2oc(/N=C/N3CCOCC3)c(C#N)c2-c2ccc(OC)cc2)cc1
#33 Cc1cccc(NC(=O)c2sc3nc(N)c(C#N)cc3c2N)c1
#34 O=S(=O)(c1ccccc1)N1CCCc2ccccc21
#35 CC(=O)Nc1ccc(S(=O)(=O)NCc2ccccn2)cc1
assay / entry	31	32	33	34	35
TCR activator	1%	-3%	-2%[46.1 µM]	x	-3%[46.1 µM]
p53 reactivator	11%	6%	u	-3%	-2%
CXXC DNA block	7%	-4%	12%	-9%	-4%
TRPV1 agonist	-2	-2	29	-2	0
ELG1 repair inh	4%	u	u	3%	-4%
B2AR arrestin	-0.7%	-0.5%	5.1%	-0.7%	-0.1%
Integrin act MD	-5%	0%	-19%	x	-3%
BRCA1 expr up	17%	-35%	3.2µM*	x	-3%
AT treatment	23%	8%	4%	5%	-16%
TSG101-PTAP inh	1%	-4%	-2%	x	-4%

#36 CC(=O)c1c(C)[nH]c(C(=O)COC(=O)CCOc2ccc(C)cc2)c1C
#37 O=C(CCSc1ccccc1)Nc1ccc(S(=O)(=O)Nc2ncccn2)cc1
#38 Cc1cccc(N=Nc2c(O)[nH]c3ccc(Br)cc23)c1
#39 Cc1cc(C(=O)N2CCc3c([nH]c4ccccc34)C2c2c(F)cccc2Cl)no1 (centres undefined)
assay / entry	36	37	38	39
TCR activator	3%	-16%	-4%	-3%
p53 reactivator	-19%	0%	15%	0%
CXXC DNA block	x	4%	u	-4%
TRPV1 agonist	u	-3	3	-1
ELG1 repair inh	13%	-3%	u	u
B2AR arrestin	0.3%	0.2%	-1.0%	-0.6%
Integrin act MD	-13%	-15%	-3%	22%
BRCA1 expr up	-12%	2%	37%	-23%
AT treatment	-8%	0%	18%	1%
TSG101-PTAP inh	-3%	0%	-7%	-4%

No enrichment for hits. About 3.8% of those tested had a hit in this group.
